Source: PubChem BioAssay (several laboratories)
TRPML3 agonist = activates the human TRPML3 channel; HEK293 TRPML3-YFP, Fluo-8 calcium fluorescence; 100% = the carbachol control signal; AID 1448; activation, % at 3 µM; 0.29% of 220,000 active; Q8TDD5;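 active = activation above its plate's cutoff, the mean activation of the plate's test wells plus 3 SD, cut at about 12% in these data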;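 note: 0% = DMSO only wells and 100% = carbachol wells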
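Material: HEK293 cells stably carrying human TRPML3-YFP; compound dosing: single dose, 3 µM final nominal compound, 0.3% DMSO final; incubation: 1-h 37 °C dye load, 5-s basal, 120-s post-compound reads; technique: Fluo-8 intracellular calcium fluorescence, excitation 470-495 nm, emission 515-575 nm; read-out basis: percent activation from peak-to-basal fluorescence ratio, scaled between DMSO and carbachol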
zfTRPN1 agonist = activates the zebrafish TRPN1 channel; HEK293 zebrafish TRPN1-YFP, Fluo-8 calcium fluorescence; 100% = response to 87 µM carbachol; activation, % at 3 µM; 0.18% of 220,000 active;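 active = activation above its plate's cutoff, the mean activation of test wells on that plate plus 3 SD, cut at about 19% in these data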;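 note: 0% = DMSO alone and 100% = 87 µM carbachol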
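Material – zebrafish TRPN1-YFP in HEK293 cells · Doses – 3 µM single point · Schedule – dye 1 h 37 °C plus 30 min RT · Signal – Fluo-8 calcium fluorescence, excitation 470-495 nm, emission 515-575 nm · Read-out – % activation versus carbachol response · Control set – carbachol high, DMSO low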
BaF3 parental = parental Ba/F3 viability inhibition as JAK2V617F counter-screen; inhibition, % at 5.6 µM; CellTiter-Glo ATP luminescence; 1.1% of 220,000 active;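 active = inhibition above a per-campaign cutoff, the mean inhibition of all tested compounds plus 3 SD, cut at about 27% in these data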;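 note: 0% = DMSO wells and 100% = JAK Inhibitor I control wells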
S1P4 antagonist = human S1P4 receptor antagonism | S1P4-expressing cells, antagonist mode, reporter read-out | O95977 | inhibition, % at 4.98 µM | 0.26% of 220,000 active; in the data active = inhibition above about 29%;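 note: 0% = wells stimulated with agonist and 100% = vehicle wells without agonist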
S1P4 ag = activates the human S1P4 receptor; O95977; activation, % at 4.98 µM; 0.35% of 220,000 active; S1P4-expressing cell line, agonist reporter assay; in the data active = activation above about 11%;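 note: 0% = DMSO vehicle and 100% = reference agonist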
PERK inh = inhibitors of human PERK kinase; AID 1416; inhibition, % at 5.6 µM; CHO PERK-DD fusion, SEAP luminescence translation reporter; 0.17% of 220,000 active; Q9NZJ5;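 active = inhibition above the mean inhibition of all tested compounds plus 3 SD, set separately per screening campaign, cut at about 2.9% in these data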;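 note: PERK kinase domain activated by AP20187 dimerizer at 100 nM; 0% = DMSO with dimerizer and 100% = rapamycin at 8.4 µM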
Target sequence (Q9NZJ5 whole entry, looked up, the tested form may be a part): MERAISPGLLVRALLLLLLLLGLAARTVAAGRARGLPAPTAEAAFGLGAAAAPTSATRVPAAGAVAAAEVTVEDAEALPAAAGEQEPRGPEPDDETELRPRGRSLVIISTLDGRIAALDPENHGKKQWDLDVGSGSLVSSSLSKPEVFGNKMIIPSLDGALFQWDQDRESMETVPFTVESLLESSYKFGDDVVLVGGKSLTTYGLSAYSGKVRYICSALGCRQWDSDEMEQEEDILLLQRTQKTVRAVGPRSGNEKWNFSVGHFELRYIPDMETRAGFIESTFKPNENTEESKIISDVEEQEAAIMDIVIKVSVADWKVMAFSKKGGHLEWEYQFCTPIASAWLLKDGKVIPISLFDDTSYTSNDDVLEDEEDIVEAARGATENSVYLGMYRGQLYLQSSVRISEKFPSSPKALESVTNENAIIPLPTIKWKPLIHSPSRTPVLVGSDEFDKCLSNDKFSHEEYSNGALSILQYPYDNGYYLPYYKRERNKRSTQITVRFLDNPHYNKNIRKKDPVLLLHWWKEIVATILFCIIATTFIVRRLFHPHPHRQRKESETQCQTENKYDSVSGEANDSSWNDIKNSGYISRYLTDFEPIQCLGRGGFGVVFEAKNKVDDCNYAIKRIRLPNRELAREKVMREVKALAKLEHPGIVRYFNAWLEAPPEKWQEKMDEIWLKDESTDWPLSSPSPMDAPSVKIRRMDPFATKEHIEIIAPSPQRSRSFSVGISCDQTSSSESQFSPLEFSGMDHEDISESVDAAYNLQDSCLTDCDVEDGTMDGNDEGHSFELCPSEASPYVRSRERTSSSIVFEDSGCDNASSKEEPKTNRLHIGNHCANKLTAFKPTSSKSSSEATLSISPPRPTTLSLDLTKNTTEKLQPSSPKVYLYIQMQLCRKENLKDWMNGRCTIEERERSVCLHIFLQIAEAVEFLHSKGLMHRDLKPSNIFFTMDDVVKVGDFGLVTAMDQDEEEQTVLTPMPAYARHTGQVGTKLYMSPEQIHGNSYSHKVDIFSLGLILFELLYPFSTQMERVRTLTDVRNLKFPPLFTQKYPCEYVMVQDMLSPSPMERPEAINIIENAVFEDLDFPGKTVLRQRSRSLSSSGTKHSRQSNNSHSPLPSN
Ba/F3 V617F tox = loss of viability in JAK2V617F-driven Ba/F3 cells; Ba/F3 EpoR-JAK2V617F viability, ATP luminescence; inhibition, % at 5.6 µM; 1.1% of 220,000 active; AID 1446;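 active = inhibition above the campaign mean plus 3 SD over all tested compounds, cut at about 24% in these data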;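 note: cytokine-independent growth of Ba/F3 cells driven by EpoR plus mutant JAK2; 0% = DMSO-treated cells and 100% = JAK inhibitor I control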
m-calpain inh = blocks pig calpain II enzyme activity; purified calpain II, fluorogenic peptide substrate, 30 min; 0.37% of 220,000 active; AID 1236; inhibition, % at 16 µM;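 active = inhibition above about 50%, limit read from the data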
EP2 modulator = modulates human prostaglandin E2 receptor EP2 signaling; P43116; EP2-expressing cells, cAMP HTRF FRET, PGE2 co-stimulation; induction, % at 25 µM; 0.83% of 260,000 active;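 active = compounds whose cAMP rise, as percent of the full-agonist control response, exceeds 60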;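 note: rat C6 glioma line stably carrying human EP2 under a CMV promoter; the protocol text gives 20 µM as final concentration; 100% = response of wells given 1 µM PGE2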
Numbers without * were called inactive; i = inactive; . = not tested or not shown; & = joins results of further samples.

Preview:
Values in the order – TRPML3 agonist | zfTRPN1 agonist | BaF3 parental | S1P4 antagonist | S1P4 ag | PERK inh | Ba/F3 V617F tox | m-calpain inh | EP2 modulator
- COc1cccc(N=Nc2c(N)[nH][nH]c2=O)c1
  0.7 | -1.2 | 4 | -11 | 0.1 | 0.6 | 1 | 7 | -8
- CCC(=O)Nc1ccc(C(=O)N/N=C/c2cc(Br)c(OC)cc2OC)cc1
  0.7 | -1.2 | 0 | -11 | 2.0 | 0.1 | -3 | -7 | -39
- Cc1cc(NC(=O)c2ccc(S(=O)(=O)N3CCOCC3)cc2)no1
  -1.4 | -1.4 | 0 | 3 | -1.6 | 1.1 | -2 | -26 | 22
- CC1(C)Cc2ccccc2C(NNC(=O)c2cccnc2)=N1
  0.5 | 0.0 | 3 | -5 | 0.5 | 0.0 | -1 | -1 | -20

Main list, repeating the preview:
Values in the order – TRPML3 agonist | zfTRPN1 agonist | BaF3 parental | S1P4 antagonist | S1P4 ag | PERK inh | Ba/F3 V617F tox | m-calpain inh | EP2 modulator
- COc1cccc(N=Nc2c(N)[nH][nH]c2=O)c1
  0.7 | -1.2 | 4 | -11 | 0.1 | 0.6 | 1 | 7 | -8
- CCC(=O)Nc1ccc(C(=O)N/N=C/c2cc(Br)c(OC)cc2OC)cc1
  0.7 | -1.2 | 0 | -11 | 2.0 | 0.1 | -3 | -7 | -39
- Cc1cc(NC(=O)c2ccc(S(=O)(=O)N3CCOCC3)cc2)no1
  -1.4 | -1.4 | 0 | 3 | -1.6 | 1.1 | -2 | -26 | 22
- CC1(C)Cc2ccccc2C(NNC(=O)c2cccnc2)=N1
  0.5 | 0.0 | 3 | -5 | 0.5 | 0.0 | -1 | -1 | -20
- Cc1ccc(NC(=S)NCCCN2CCOCC2)cc1
  -0.2 | 0.2 | 3 | -39 | 1.7 | 0.0 | -2 | 19 | 18
- COc1ccccc1CNC(=O)COC(=O)/C=C/c1cccs1
  0.3 | 0.3 | 2 | -21 | 0.9 | 0.5 | -3 | 14 | -9
- c1cc(C(c2nnnn2C2CCCC2)N2CCOCC2)ccn1 (stereo not given)
  1.1 | 0.1 | -1 | 2 | 2.1 | 0.4 | -4 | -40 | 6
- Cc1ccc(NC(=S)N2CCN(Cc3ccccc3)CC2)c(C)c1
  0.8 | -0.5 | 1 | 10 | 0.2 | 0.4 | -2 | 3 | 9
- O=C(Nc1cccnc1)C1CCC(CNS(=O)(=O)c2cccc3nsnc23)CC1 (stereo not given)
  0.0 | 3.2 | 3 | -6 | 3.3 | 0.1 | 3 | 17 | -3
- Cc1ccc(/C=N/NC(=O)Cc2c[nH]c3ccccc23)c(C)c1
  0.0 | 0.5 | 0 | -16 | 0.8 | -0.8 | 0 | -63 | -21
- CC(C)CNC(=O)C1CCCN1S(=O)(=O)c1ccc(Cl)cc1 (stereo not given)
  0.7 | -0.9 | 2 | 6 | -2.5 | -0.4 | -5 | -1 | 10
- O=C(Nc1ccc2c(c1)OCO2)C1CCN(C(=O)CSc2ncnc3ccccc23)CC1
  0.6 | 1.7 | 2 | -8 | -0.1 | -0.5 | -4 | . | .
- Cc1cc(N)n2nc(C)c(-c3ccccc3)c2n1
  -0.6 | -3.2 | -2 | -10 | -1.6 | 0.1 | -3 | -22 | -52&11
- COc1ccc(NC(=O)c2cccnc2N2CCCCC2)cc1
  -0.6 | -1.0 | 2 | -14 | -0.2 | -1.3 | 3 | 7 | -6
- Cc1nc2ccc(CCO)cc2s1
  0.4 | -0.4 | 4 | -5 | -1.9 | 0.2 | 4 | -11 | 4
- Cc1ccc(C=Nc2cccnc2N)cc1
  3.1 | 7.3 | 2 | -13 | 0.5 | 0.1 | 2 | -1 | -17
- Cc1n(N)c2ccccc2[n+]1CC(=O)c1ccccc1
  1.1 | 0.9 | 24 | -3 | 2.5 | 1.6 | 10 | -33 | -20&24
- Cc1ccc(NC(=O)NNS(=O)(=O)c2ccc(Br)cc2)cc1
  0.7 | 2.4 | 1 | 9 | -0.9 | 2.3 | 2 | -15 | 15
- CCCOc1ccc(-c2nc(OC)c3ccccc3n2)cc1
  0.7 | -0.8 | -2 | -19 | 0.4 | 0.5 | -2 | -27 | -20
- O=C(Nc1ccc(C(F)(F)F)cc1)C1CCCN1S(=O)(=O)c1cccc2cccnc12 (stereo not given)
  0.1 | 3.9 | 5 | 2 | 2.1 | -1.2 | -3 | 2 | -42
- CN(C)c1ccc(-n2cccc2/C=C2/SC(=Nc3ccc(F)cc3)NC2=O)cc1
  0.3 | 0.3 | -3 | -10 | -0.3 | 0.8 | 0 | 22 | -3
- O=C(/C=C\c1cn(-c2ccccc2)nc1-c1ccccc1)Nc1nccs1
  1.1 | 0.5 | 8 | -11 | -0.9 | -0.2 | -1 | -169 | -9
- CCc1ccc(-c2nc(CN3CCC(C(=O)NCc4ccco4)CC3)c(C)o2)cc1
  0.8 | -0.9 | 0 | 8 | 0.0 | -1.0 | -5 | -16 | 14
- CCCC(=O)NC(=S)Nc1ccc(N2CCOCC2)c(Cl)c1
  0.6 | 0.7 | 2 | 1 | 0.3 | -0.1 | 1 | -5 | -3
- COc1ccc(OC)c(NC(=O)CN2CCC(C(=O)c3ccc(C)cc3)CC2)c1
  -0.2 | -2.6 | 2 | -7 | 2.0 | -0.9 | -3 | -1 | -41
- Cc1cc(C)cc(-n2nnc(C(=O)NCc3ccco3)c2N)c1
  -0.3 | -1.3 | 1 | -3 | -1.4 | 0.6 | -4 | 5 | 4
- CNC(=O)Nc1ccc(Cl)cc1
  0.4 | 1.2 | 5 | -16 | 1.1 | 0.4 | -2 | -45 | -25
- c1ccc(-c2cn3cccnc3n2)cc1
  0.9 | 0.8 | 1 | -12 | 4.4 | -0.9 | 1 | i | 3
- COc1cccc(NC(=O)CSc2ccc3nnc(-c4ccncc4)n3n2)c1
  0.1 | 1.8 | 10 | -1 | -2.0 | 1.4 | -2 | -32 | 11
- CCOC(=O)CN(C(=O)COc1nc(-c2ccccc2)cc(C)c1C#N)c1ccc(F)cc1
  -0.3 | -1.5 | 4 | -5 | 0.3 | 0.3 | -3 | -82 | 16
- O=C(NNC(=O)c1ccc(Cl)cc1Cl)c1cccs1
  0.8 | 1.7 | 1 | -2 | 0.3 | 0.4 | -1 | -1 | 1
- CN1N=C(C(=O)N2CCc3c([nH]c4ccccc34)C2c2c(F)cccc2Cl)CCC1=O (stereo not given)
  3.6 | 14 | 1 | -23 | 1.0 | -1.1 | 0 | -26 | -41
- Cc1ccc(C(=O)ON=C2CCN(c3ccc([N+](=O)[O-])cc3)CC2)cc1
  -1.5 | -2.0 | 4 | -8 | -0.5 | 0.2 | 1 | -11 | 27
- COc1ccccc1C(=O)Nc1nnn(C)n1
  0.1 | -0.3 | 1 | -10 | -0.1 | 0.4 | -6 | -5 | -9&-1
- O=C1CCC(=O)N1c1cccc(OS(=O)(=O)c2ccccc2)c1
  1.2 | 1.5 | 3 | -62 | 0.1 | 1.2 | 1 | -2 | 16
- Cc1nc(SC2CCOC2=O)c2c(C)c(C)sc2n1 (stereo not given)
  0.3 | 0.4 | 3 | 8 | 0.0 | -0.4 | -4 | -3 | 20
- CC(C)C(=O)N(Cc1ccc2c(c1)OCO2)Cc1ccccn1
  1.1 | 1.0 | -2 | -15 | 0.5 | -0.2 | -2 | 20 | 26
- CCNC(=S)NNc1nc(N2CCOCC2)nc(N2CCOCC2)n1
  0.6 | 0.9 | 6 | -6 | 1.0 | -0.1 | 2 | 34 | -6
- CCC(C)NS(=O)(=O)c1ccc(OCC(=O)Nc2ccc(F)cc2F)cc1 (stereo not given)
  0.6 | 2.9 | 1 | 0 | 0.9 | 0.5 | 1 | -14 | -13
- Cc1snc(S(=O)(=O)Cc2ccccc2Cl)c1C#N
  -0.3 | 0.8 | 7 | -75 | 2.4 | -1.1 | 4 | 20 | -10
- CC1=NN(c2ccccc2)C(=O)/C1=C/C=C/C=C/N(C)C
  2.5 | 3.3 | 17 | -5 | 0.0 | -0.1 | 5 | 33 | 1
- O=C(Nc1cccnc1)Nc1ccc(Br)cc1Cl
  1.1 | 1.9 | 0 | -31 | 2.8 | 0.1 | -2 | 7 | 15
- Cc1c(NC(=S)NC(NC(=O)C(C)(C)C)C(Cl)(Cl)Cl)c(=O)n(-c2ccccc2)n1C (stereo not given)
  0.7 | -0.3 | 5 | -16 | 1.7 | 0.4 | 3 | 8 | 14
- O=C(NCc1cccnc1)c1ccc(-c2ccc(Cl)cc2)o1
  0.6 | 0.3 | 3 | -11 | -0.5 | 0.6 | -3 | -66 | -42
- CCN1N=C(c2ccccc2)Cn2c1nc1ccccc12
  -0.3 | -0.5 | 15 | -3 | -0.3 | -1.2 | 7 | -379 | -4
- Cc1cc(C)cc(NC(=O)CSCc2nc3c(nnn3Cc3ccc(F)cc3)c(=O)[nH]2)c1
  -0.8 | -0.3 | 8 | -10 | -0.3 | -0.1 | 1 | . | .
- O=C(Nc1ccccc1)NC1CCN(Cc2ccccc2)CC1
  1.5 | 1.7 | 4 | -12 | 2.4 | 0.3 | 3 | 4 | -5
- CCCc1[nH]c(=O)c(C#N)c2c1COC(C)(C)C2
  0.6 | -0.4 | 0 | -9 | 0.1 | -0.3 | -4 | -97 | 33
- COc1ccc(N2C(=O)[C@@H]3Cc4ccccc4CN3C2=O)cc1
  0.6 | 0.9 | 4 | 6 | -1.2 | 1.5 | -1 | 19 | 9
- CCOC(=O)CNC(=O)CSc1nc2nc(C)c(Br)cc2[nH]1
  0.7 | 0.2 | 4 | 7 | -0.3 | 0.6 | 1 | 16 | 9
- COc1ccc(NC(C)=O)cc1NC(=O)CN1CCN(S(=O)(=O)c2ccc(C(C)C)cc2)CC1
  0.8 | 0.9 | 4 | -7 | 0.0 | 0.2 | 1 | -2 | 8
- CCOC(=O)Cn1nnnc1CN(Cc1cccs1)Cc1cc2cc(C)cc(C)c2[nH]c1=O
  -0.3 | -0.1 | 5 | -10 | 1.4 | -1.2 | -3 | -74 | 15
- COc1ccc(N2CCN(CCNC(=O)CCNS(=O)(=O)c3cccs3)CC2)cc1
  0.4 | -0.6 | 10 | -9 | -0.3 | -0.4 | 4 | -26 | -12
- CCC(=O)Nc1nc2c(OC)ccc(OC)c2s1
  0.0 | 0.9 | -1 | -14 | -1.7 | -0.4 | -3 | -32 | -2
- Cn1nnnc1SCC(=O)Nc1cccc([N+](=O)[O-])c1
  0.5 | 2.4 | 2 | -14 | -0.1 | 0.7 | -2 | -4 | 2
- O=C(Nc1ccc(Cl)cc1)Nc1nnc(SCc2ccccc2)s1
  1.7 | 6.8 | 0 | -11 | 4.3 | 0.6 | -4 | -1 | -1
- C=C(C)Cn1c(SCC(=O)N/N=C/c2ccccc2OCC(=O)O)nnc1-c1ccc(Br)cc1
  -0.2 | 1.4 | -2 | -1 | 7.3 | 1.7 | 1 | 7 | -13

This is a random part of the collection. About 3.6% of those tested had a hit in this group.
